# TEAD-YAP block: TEAD-YAP interaction inhibition, primary screen, TEAD-YAP interaction inhibitor project, luminescence, HEK-TIYL cells. TEAD-Gal4/YAP UAS-luciferase luminescence. inhibition, % at 9.12 µM. 640,000 compounds, 1.4% hits; in the data active = inhibition above about 32%;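 note: 0% = median of test compound wells and 100% = reference inhibitor wells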
# FBW7 act: FBW7 E3 ligase activators, primary screen, biochemical, AlphaScreen, human; 650,000 compounds, 0.13% hits; AID 1259310, 2017; normalized activity (activation), % at 26.1 µM; AlphaScreen FBW7–phospho-cyclin E peptide binding, activator screen; F-box/WD repeat-containing protein 7 (Homo sapiens), Q969H0; in the data active = normalized activity above about 1.9%;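 note: purified mutant Fbw7 with reduced substrate affinity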
# Target sequence (Q969H0 whole entry, looked up): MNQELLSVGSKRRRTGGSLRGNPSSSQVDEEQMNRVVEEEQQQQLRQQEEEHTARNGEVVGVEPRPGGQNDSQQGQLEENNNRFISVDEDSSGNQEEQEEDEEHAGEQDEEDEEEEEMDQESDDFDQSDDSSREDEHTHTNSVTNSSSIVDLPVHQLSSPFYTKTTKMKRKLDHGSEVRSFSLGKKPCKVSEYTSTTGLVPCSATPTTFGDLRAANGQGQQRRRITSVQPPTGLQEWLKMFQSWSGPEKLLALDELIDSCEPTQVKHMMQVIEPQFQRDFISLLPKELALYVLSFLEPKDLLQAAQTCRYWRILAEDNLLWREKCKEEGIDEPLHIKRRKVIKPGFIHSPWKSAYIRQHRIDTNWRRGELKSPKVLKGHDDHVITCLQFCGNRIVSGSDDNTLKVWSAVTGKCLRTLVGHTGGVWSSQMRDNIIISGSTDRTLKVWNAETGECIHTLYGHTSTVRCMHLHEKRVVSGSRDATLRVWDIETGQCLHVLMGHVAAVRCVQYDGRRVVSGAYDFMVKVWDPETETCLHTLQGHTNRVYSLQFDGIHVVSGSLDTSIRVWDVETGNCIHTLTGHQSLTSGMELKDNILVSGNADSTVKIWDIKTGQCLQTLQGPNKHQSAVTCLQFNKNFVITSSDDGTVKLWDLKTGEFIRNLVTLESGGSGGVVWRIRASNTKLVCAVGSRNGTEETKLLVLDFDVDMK
# GPR151 ag: activators of human GPR151, primary screen, cell-based, PathHunter beta-arrestin, luminescence. PathHunter beta-arrestin GPR151 cells. 650,000 compounds, 1% hits. activation, % at 11.2 µM; in the data active = activation above about 4.9%;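 note: 0% = median of compound wells and 100% = cells with positive control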
# Target sequence (Q8TDV0 whole entry, looked up): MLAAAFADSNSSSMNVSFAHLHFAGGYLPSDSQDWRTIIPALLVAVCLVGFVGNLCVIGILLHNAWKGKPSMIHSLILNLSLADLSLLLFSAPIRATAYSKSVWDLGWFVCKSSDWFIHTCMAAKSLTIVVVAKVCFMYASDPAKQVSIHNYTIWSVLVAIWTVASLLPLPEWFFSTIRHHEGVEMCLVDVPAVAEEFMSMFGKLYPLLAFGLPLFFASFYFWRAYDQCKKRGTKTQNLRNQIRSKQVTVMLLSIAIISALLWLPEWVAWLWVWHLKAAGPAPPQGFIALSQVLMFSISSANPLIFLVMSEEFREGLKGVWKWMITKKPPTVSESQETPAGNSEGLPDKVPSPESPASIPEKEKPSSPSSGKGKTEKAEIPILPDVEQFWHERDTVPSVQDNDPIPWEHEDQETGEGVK
# MITF primary: MITF inhibitors, primary screen, biochemical, AlphaScreen, human | AlphaScreen MITF homodimerization, bead proximity signal | 650,000 compounds, 0.91% hits | AID 1259374, 2018 | inhibition, % at 2.6 µM; in the data active = inhibition above about 50%;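 note: 0% = vehicle wells with protein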
# Numbers without * were called inactive; · = no result given; & = joins results of further samples.
SMILES,TEAD-YAP block,FBW7 act,GPR151 ag,MITF primary
CCn1c(=S)sc2c(=O)n(-c3ccccc3)c(SCc3cccc(F)c3)nc21,4,-0.1,-0.9,-2
CCOC(=O)N1CCC(c2cc(=O)n(-c3ccccc3)[nH]2)CC1,5,-1.2,-0.1,0
CS(=O)(=O)Nc1ccc(-c2cnc3cccc(-c4ccncc4)c3c2)cc1,-22,-0.5,-0.4,17
c1cncc(CN(Cc2ccco2)C(c2cccs2)c2nnnn2C2CCCC2)c1 (centres undefined),8,-0.6,0.3,-2
Cc1nc2cc(C(=O)NC3CCCCCC3)ccc2n1-c1cccc(F)c1,-18,0.1,-0.8,11
CC[C@H](NC(=O)c1c(C)c(-c2ccccc2)nc2ccccc12)c1ccccc1,2,0.2&0.1,-0.3&0.8,15&18
CCN1CCN(c2cc(N3CCN(C(=O)C(C)(C)C)CC3)c([N+](=O)[O-])cc2F)CC1,4,0.4,-1.1,15
CCCSc1nc(-c2ccc(OC)cc2)cc(-c2ccccc2OC)c1C#N,10,0.2,-1.1,-1
Cc1cc(C(=O)COC(=O)c2ccc(Cl)cc2)c(C)n1Cc1ccco1,-2,-0.3,0.8,-17
O=C(CSCc1ccccc1)NCC1CN(c2cccc(Cl)c2)C(=O)O1 (centres undefined),7,-0.2,1.4,-6
CCC(C)/C(C)=N/Nc1ccc(S(N)(=O)=O)cc1[N+](=O)[O-] (centres undefined),2,0.4,-0.8,12
COC(=O)c1ccc2nc(NC(=O)c3ccc(F)cc3)sc2c1,-22,0.0,0.2,1
COC(=O)c1ccccc1NC(=O)c1ccc(OC(C)C)cc1,-23,-0.1,4.2,-6
Oc1ccc(CNc2ccccc2O)cc1,-11,-0.1,-0.2,-6
C=CCn1c(C)cc(C2=NNC(=NC3CC3)SC2)c1C,95*,0.3,-1.3,18
COc1ccc(/C=C2\N=C(c3cc(OC)ccc3OC)OC2=O)c(OC)c1,0,0.1,1.3,17
COc1ccc([N+](=O)[O-])cc1NC(=O)c1cc(OC)c(OC)c(OC)c1Br,0,0.4,-2.0,12
O=c1c(CN2CCN(c3cccc(Cl)c3)CC2)coc2ccccc12,43*,-0.1,0.4,53*
COc1ccccc1C1NC(=O)NC(C)=C1C(N)=O (centres undefined),-4,-0.2,1.4,-10
CCOc1ccc(C(=O)N2CCN(c3ccc(Nc4ccncc4)nn3)CC2)cc1,12,0.3,1.3,15

# Continued (4 carried over from the part before).
SMILES,TEAD-YAP block,FBW7 act,GPR151 ag,MITF primary
COc1ccc([N+](=O)[O-])cc1NC(=O)c1cc(OC)c(OC)c(OC)c1Br,0,0.4,-2.0,12
O=c1c(CN2CCN(c3cccc(Cl)c3)CC2)coc2ccccc12,43*,-0.1,0.4,53*
COc1ccccc1C1NC(=O)NC(C)=C1C(N)=O (centres undefined),-4,-0.2,1.4,-10
CCOc1ccc(C(=O)N2CCN(c3ccc(Nc4ccncc4)nn3)CC2)cc1,12,0.3,1.3,15
NS(=O)(=O)c1ccc(CCNCc2ccccc2F)cc1,5,0.0,1.3,17
O=C(c1ccccc1)N1CCN(C2c3cccc4cccc(c34)C2NS(=O)(=O)c2ccc(Cl)cc2)CC1 (centres undefined),13,-0.1,0.4,-1
Cc1cccc(NC(=O)c2sc(C)nc2C)c1,-7,0.1,-5.1,-9
COc1ccc(CNC(=O)CSc2n[nH]c(N)n2)cc1,6,0.1,-0.1,-10
Cc1nn(C)cc1CN1CCN(Cc2ccccc2F)C(CCO)C1 (centres undefined),5,0.0,-0.2,14
Cc1c(/C=C2/C(=O)NC(=O)N(c3ccccc3F)C2=O)c2ccccc2n1C,10,0.1,-0.4,17
CCN(CC)c1ccc2c(=O)[nH][nH]c(=O)c2c1,5,0.1,1.5,6
CCn1cnc2sc(C(=O)Oc3ccc(C#N)cc3)c(C)c2c1=O,6,-0.1,2.0,12
COc1ccc(/C=C2\N=C(c3ccc(-c4ccccc4)cc3)OC2=O)cc1OC(C)=O,-16,-0.3,1.6,-6
COc1cc(CN2CCCC(CNC(=O)c3cccs3)C2)c(Cl)cc1O (centres undefined),2,0.2,-0.6,4
Cc1sc2c(c1C)CN(CCO)CN2C(=O)c1ccccc1,-36,-0.1,-1.2,-1
Cc1ccc(NC(=O)COc2cccc3c2CCN(C)C3=O)c(C)c1,17,0.1,1.6,-7
CCCCCCNC(=O)c1ccc(CNS(=O)(=O)c2ccc(Br)cc2)cc1,6,-0.2,0.0,4
CC(C)(C)C1CCc2c(sc3nc[nH]c(=O)c23)C1 (centres undefined),-2,0.0,2.1,-4
Cc1ccc(C2=NN(c3nc(-c4ccccc4)c4cc(Cl)ccc4n3)C(c3ccc(Br)cc3)C2)cc1 (centres undefined),4,0.0,0.4,-2
c1cncc(CNc2ccn3ncc(-c4ccc5ccccc5c4)c3n2)c1,-1,1.3,-0.9,6
COc1ccccc1/C=C/CN1CCNC(=O)C1CC(=O)NC1CC1 (centres undefined),-1,0.1,-1.6,10
O=c1cc(CSc2nc3ccsc3c(=O)n2CCc2ccccc2)c2ccc(O)cc2o1,0,-0.1,0.5,0
Cc1ccc(-n2c(C)csc2=N)cc1,-58,0.3,-2.3,20
Cc1ccc(NC(=O)C2CCCN2S(=O)(=O)c2ccc(C(C)(C)C)cc2)cc1 (centres undefined),-15,-0.1,0.2,-7

# Part of the list above, with values under each structure.
# Each structure is followed by: TEAD-YAP block | FBW7 act | GPR151 ag | MITF primary
NS(=O)(=O)c1ccc(CCNCc2ccccc2F)cc1
    5 | 0.0 | 1.3 | 17
O=C(c1ccccc1)N1CCN(C2c3cccc4cccc(c34)C2NS(=O)(=O)c2ccc(Cl)cc2)CC1 (centres undefined)
    13 | -0.1 | 0.4 | -1

# The list continues.
SMILES,TEAD-YAP block,FBW7 act,GPR151 ag,MITF primary
CC(Nc1cc(N2CCCCC2)ccc1[N+](=O)[O-])c1ccc(Br)cc1 (centres undefined),-10,-0.3,1.7,-5
CCOc1ccc(CC(=O)Nc2c(C(=O)c3ccc(C)cc3)oc3ccccc23)cc1OCC,4,0.0,-0.6,2
CC(NC(=O)/C(C#N)=C/c1ccc(C(=O)O)cc1)c1ccccc1 (centres undefined),-3,0.0,2.0,10
CC1(C)Cc2cccc(OCc3ccc(C(=O)NCc4ccco4)cc3)c2O1,11,-0.1,1.8,4
CCN(CC)c1nc(C)nc2sc(C(=O)Nc3cccc(Cl)c3)c(C)c12,1,0.3,-1.5,15
O=C(CN1C(=O)CCc2ccccc21)Nc1ccccn1,-11,0.5,1.7,4
CC(=O)Nc1ccc(S(=O)(=O)N2CCN=C2SCc2ccc(Br)cc2)cc1,5,-0.1,0.8,-5
CCOc1ccccc1NC(=O)c1ccc(F)c(S(=O)(=O)N2CCOCC2)c1,0,0.5,1.9,6
CC(C)ON(CC(=O)NO)S(=O)(=O)c1ccc(-c2ccccc2)cc1,·,·,0.5,-7
Cc1ccc(-c2noc(-c3ccc(O)cc3)n2)cc1,74*,0.5,-9.0,3
CN(C)c1ccc(C(=O)Nc2nc3c(s2)CCCC3)cc1,12,0.1,-3.6,13
O=C(NCCCO)C(=O)NC1CCCCC1,1,0.3,-1.4,-2
CC(=O)c1ccc2c(c1)OCCOCCOc1cc(C(C)=O)ccc1OCCOCCO2,12,0.1,0.6,5
CC(=O)c1c(C)oc2cc(C)c(NS(=O)(=O)c3ccc4c5c(cccc35)C(=O)N4)cc12,3,0.2,0.7,2
COc1ccc(Cn2c(-c3ccc(S(=O)(=O)N4CCOCC4)cc3)csc2=Nc2ccc(Cl)cc2)cc1,1,0.0,0.0,-5
Cc1cc(C)cc(NC(=O)CSCCO)c1,1,0.0,-0.8,4
COc1ccc(N2CCN(C(=O)c3ccc(S(=O)(=O)Cc4ccccc4Cl)c([N+](=O)[O-])c3)CC2)cc1,5,-0.3,0.8,9
O=C(c1ccc(F)cc1)N(C(=O)c1ccc(F)cc1)C1=NCCS1,-29,0.3,-0.8,-11
CCC(C)Oc1ccc(C=C2C(=O)N(C)C(=S)N(C)C2=O)cc1OC (centres undefined),0,0.1,-1.0,14
CC1=C(C(=O)N2CCOCC2)C(c2ccc(O)cc2)C2=C(CC(C)(C)CC2=O)N1 (centres undefined),-2,0.0,2.5,0
Cc1ccc(C)c(NC(=O)CN2C(=O)CC(C)(C)S(=O)(=O)c3ccccc32)c1,0,-0.2,0.0,0
Cc1ccc2oc(C(=O)Nc3c(C)cccc3C)cc(=O)c2c1,8,-0.1,-1.4,-1
COc1ccccc1CCNCc1c(C(=O)O)n(Cc2cccc(F)c2)c2ccccc12,10,0.0,2.0,-10
COc1ccc(N2C(=O)CSC2c2ccc(F)cc2)cc1Cl (centres undefined),5,-0.1,0.3,4
COc1ccc(C2=CC(=C(C#N)C#N)c3cc(C)ccc3O2)cc1OC,2,0.0,1.6,2
CC(C)(C)c1ccc(S(=O)(=O)NCc2ccc(C(=O)N3CCCC3)cc2)cc1,-21,0.0,-1.2,-20
CSc1nnc2c(n1)OC(c1ccc(OC3CCCC3)cc1)Nc1ccccc1-2 (centres undefined),-5,0.1,-0.8,-17
N/C(=N\c1nc2ccccc2o1)NC(=O)Nc1ccc(Cl)c(Cl)c1,-2,0.0,1.1,0
O=C(Cc1cccc2c(S(=O)O)cccc12)NC(c1ccccc1)c1ccccc1,-20,0.0,6.8*,0
CCOc1cc(C#N)c(NC(=O)c2ccc3c(c2)OCO3)cc1OCC,-3,0.1,-0.3,10
COc1ccc(C2(NC(=O)c3ccc(=O)[nH]n3)CCCCC2)cc1,-11,-0.1,-1.8,0
O=C(NCc1ccc(Cl)c(Cl)c1)c1ccncc1,5,-0.1,0.0,2
C=CCn1c(=NC(=O)c2ccccc2SC)sc2cc(S(N)(=O)=O)ccc21,-1,0.6,-1.6,8
N#CCNC(=O)c1ccc(OCC(F)(F)F)cc1,-4,-0.1,2.7,-1
CC(C)Sc1nc2c(c(=O)[nH]1)C(c1cccc([N+](=O)[O-])c1)C1=C(CCCC1=O)N2 (centres undefined),1,0.5,-1.3,2
O=c1[nH]c2ccc(S(=O)(=O)N3CCCCC3)cc2s1,-4,0.3,0.1,11
COc1ccc(C2Nc3ccccc3NC3=C2C(=O)CC(C)(C)C3)cc1O (centres undefined),-12,-0.7,1.6,-3
O=C(CCn1c(SCC(=O)NC2CCCCC2)nc2ccccc2c1=O)NCc1ccc(F)cc1,8,-0.1,-1.0,2
C=CCn1c(SCc2ccc(C)cc2)nc2cc(C(=O)NCc3ccco3)ccc2c1=O,-1,0.3,-1.4,19
CCN(CC(=O)NC1CC1)S(=O)(=O)c1ccc(Cl)cc1,8,0.2,-1.0,16
O=C1c2ccc(-c3ccccc3[N+](=O)[O-])cc2C(=O)N1c1cccc(C(F)(F)F)c1,-3,-0.5,0.7,2
O=C(c1ccc(OC2CCN(CCc3ccccc3)CC2)cc1)N1CCCO1,1,0.2,-0.6,-7
COc1ccc(C(=O)N/N=C(\C)CC(=O)Nc2ccc(Br)cc2)c(OC)c1,-40,-0.1,0.7,-3
N#Cc1ccc(OCC(=O)c2ccc(Cl)cc2)cc1,3,-0.1,-0.5,-4
CCOc1ccccc1NC(=O)c1ccc(F)c(S(=O)(=O)N2CCN(c3ccccc3)CC2)c1,8,0.0,0.3,5
C=CCC(NCc1ccco1)c1ccc(N(C)C)cc1 (centres undefined),-1,0.7,1.4,40
COC(=O)c1sc2cc([N+](=O)[O-])cc([N+](=O)[O-])c2c1N,14,-0.1,2.0,18
CCOC(=O)c1sc(NC(=O)C2CCCO2)c(C(=O)OC)c1C (centres undefined),-2,-0.4,1.5,-1
COCCNc1c(-c2ccc(Cl)cc2)nc2cnccn12,-6,0.4,0.1,10
O=C(Nc1ccccc1)c1cccc(Nc2ccncn2)c1,-36,0.0,3.3,9
COc1ccc(N2CCN(C(=O)c3sc4ncn(CC(=O)N5CCOCC5)c(=O)c4c3C)CC2)cc1,9,-0.1,0.6,2
Oc1ccc(Cl)cc1C1=Nc2ccccc2N=C(c2cccc(F)c2)C1,-24,0.5,0.0,6

# Sorted by molar mass (smallest number first): 7 of the compounds above
SMILES,TEAD-YAP block,FBW7 act,GPR151 ag,MITF primary
C=CCC(NCc1ccco1)c1ccc(N(C)C)cc1 (centres undefined),-1,0.7,1.4,40
O=C(Nc1ccccc1)c1cccc(Nc2ccncn2)c1,-36,0.0,3.3,9
COC(=O)c1sc2cc([N+](=O)[O-])cc([N+](=O)[O-])c2c1N,14,-0.1,2.0,18
CCOC(=O)c1sc(NC(=O)C2CCCO2)c(C(=O)OC)c1C (centres undefined),-2,-0.4,1.5,-1
O=C(c1ccc(OC2CCN(CCc3ccccc3)CC2)cc1)N1CCCO1,1,0.2,-0.6,-7
COc1ccc(C(=O)N/N=C(\C)CC(=O)Nc2ccc(Br)cc2)c(OC)c1,-40,-0.1,0.7,-3
COc1ccc(N2CCN(C(=O)c3sc4ncn(CC(=O)N5CCOCC5)c(=O)c4c3C)CC2)cc1,9,-0.1,0.6,2

# Reformatted with values under each structure: part of the list above.
# Value order – TEAD-YAP block | FBW7 act | GPR151 ag | MITF primary
> COc1ccc(C(=O)N/N=C(\C)CC(=O)Nc2ccc(Br)cc2)c(OC)c1
 : -40 | -0.1 | 0.7 | -3
> N#Cc1ccc(OCC(=O)c2ccc(Cl)cc2)cc1
 : 3 | -0.1 | -0.5 | -4
> CCOc1ccccc1NC(=O)c1ccc(F)c(S(=O)(=O)N2CCN(c3ccccc3)CC2)c1
 : 8 | 0.0 | 0.3 | 5
> C=CCC(NCc1ccco1)c1ccc(N(C)C)cc1 (centres undefined)
 : -1 | 0.7 | 1.4 | 40
> COC(=O)c1sc2cc([N+](=O)[O-])cc([N+](=O)[O-])c2c1N
 : 14 | -0.1 | 2.0 | 18

# Screening data from PubChem BioAssay.

# Compounds were not picked by outcome; overall some 3.4% were active at least once.
